Screens deposited in PubChem BioAssay by several laboratories.
TROY NFkB inh: inhibitors of TROY-dependent NF-kB signaling. Q293 LMP1-TROYcd NF-kB luciferase reporter, 4 h. inhibition, % at 10 µM. hit rate 0.98% among 360,000;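 active = compounds whose plate-normalised and pattern-corrected inhibition of the luciferase reporter signal at the single screening dose is 50% or more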
SRC1 inh: human NCOA1 inhibition | Q15788 | HEK293 GAL4-SRC1 luciferase reporter, luminescence | inhibition, % at 3.6 µM | hit rate 0.12% among 360,000 | AID 588354;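 active = inhibition above the campaign mean plus 3 SD, with each screening campaign given its own cutoff, cut at about 60% in these data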;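 note: 0% = DMSO treated cells and 100% = gossypol at 36 µM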
NCOA3 inh: inhibitors of human steroid receptor coactivator 3 (SRC3); Q9Y6Q9; HEK293 GAL4-SRC3 luciferase reporter, luminescence; inhibition, % at 3.6 µM; hit rate 0.17% among 360,000; AID 588352;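 active = inhibition above a per-campaign cutoff, the mean of all compounds plus 3 SD, cut at about 60% in these data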;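 note: 0% = DMSO-treated cells and 100% = gossypol-treated cells at 36 µM; higher means less SRC3-driven luciferase light from the GAL4 reporter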
C8 TRAIL sens: caspase-8 TRAIL sensitization; inhibition (viability loss, TRAIL sensitization), % at 10 µM; NB7+C8 cells + TRAIL, ATPlite viability luminescence; AID 624354; hit rate 1% among 360,000;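 active = compounds causing at least 50% loss of cell viability in the single-dose screen, relative to plate controls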
COUP-TFII inh: inhibitors of human COUP-TFII (NR2F2) | HEK293T NGFI-A luciferase reporter, luminescence | hit rate 0.7% among 370,000 | P24468 | AID 686940 | inhibition, % at 8.6 µM;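 active = inhibition above a per-plate cutoff, mean inhibition of test wells between control levels plus 3 SD, cut at about 38% in these data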;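 note: cells cotransfected with COUP-TFII expression vector driving the NGFI-A reporter; 0% = median of COUP-TF2 test wells and 100% = reporter-only cells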
TWEAK Fn14 block: blocks TWEAK-Fn14 interaction in a reporter cell assay | AID 1159606 | TWEAK-stimulated Fn14 reporter cells, luciferase luminescence, 8 h | hit rate 2% among 360,000 | inhibition, % at 10 µM; in the data active = inhibition above about 50%
NR5A2 inv ag: NR5A2 inverse agonism in reporter assay; AID 602396; hit rate 0.13% among 360,000; HEK293T StAR-luciferase reporter, LRH-1 transfected, 24 h; inhibition, % at 3.6 µM; O00482;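 active = inhibition above the mean inhibition of all tested compounds plus 3 SD, cut at about 73% in these data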;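 note: 0% = DMSO wells and 100% = reporter-only cells lacking LRH-1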
TLR9-MyD88 block: blocks human TLR9 binding to MyD88; Q9NR96+Q99836; CHO BLA complementation TLR9-MyD88, CCF4 FRET ratio; inhibition, % at 4.98 µM; hit rate 0.21% among 340,000; AID 504734;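 active = inhibition above the mean over all tested compounds plus 3 SD, cut at about 21% in these data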;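 note: 0% = DMSO only wells and 100% = clavulanate BLA inhibitor control wells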
Target sequence (Q99836 whole entry, looked up): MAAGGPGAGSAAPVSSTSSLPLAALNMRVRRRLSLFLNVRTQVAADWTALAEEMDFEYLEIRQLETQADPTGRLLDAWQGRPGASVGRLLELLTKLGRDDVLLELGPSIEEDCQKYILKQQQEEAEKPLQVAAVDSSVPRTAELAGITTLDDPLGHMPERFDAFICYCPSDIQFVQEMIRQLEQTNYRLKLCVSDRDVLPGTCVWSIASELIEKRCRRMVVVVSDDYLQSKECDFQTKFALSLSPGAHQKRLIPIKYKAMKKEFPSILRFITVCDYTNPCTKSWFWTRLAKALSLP
Target sequence (Q9NR96 whole entry, looked up): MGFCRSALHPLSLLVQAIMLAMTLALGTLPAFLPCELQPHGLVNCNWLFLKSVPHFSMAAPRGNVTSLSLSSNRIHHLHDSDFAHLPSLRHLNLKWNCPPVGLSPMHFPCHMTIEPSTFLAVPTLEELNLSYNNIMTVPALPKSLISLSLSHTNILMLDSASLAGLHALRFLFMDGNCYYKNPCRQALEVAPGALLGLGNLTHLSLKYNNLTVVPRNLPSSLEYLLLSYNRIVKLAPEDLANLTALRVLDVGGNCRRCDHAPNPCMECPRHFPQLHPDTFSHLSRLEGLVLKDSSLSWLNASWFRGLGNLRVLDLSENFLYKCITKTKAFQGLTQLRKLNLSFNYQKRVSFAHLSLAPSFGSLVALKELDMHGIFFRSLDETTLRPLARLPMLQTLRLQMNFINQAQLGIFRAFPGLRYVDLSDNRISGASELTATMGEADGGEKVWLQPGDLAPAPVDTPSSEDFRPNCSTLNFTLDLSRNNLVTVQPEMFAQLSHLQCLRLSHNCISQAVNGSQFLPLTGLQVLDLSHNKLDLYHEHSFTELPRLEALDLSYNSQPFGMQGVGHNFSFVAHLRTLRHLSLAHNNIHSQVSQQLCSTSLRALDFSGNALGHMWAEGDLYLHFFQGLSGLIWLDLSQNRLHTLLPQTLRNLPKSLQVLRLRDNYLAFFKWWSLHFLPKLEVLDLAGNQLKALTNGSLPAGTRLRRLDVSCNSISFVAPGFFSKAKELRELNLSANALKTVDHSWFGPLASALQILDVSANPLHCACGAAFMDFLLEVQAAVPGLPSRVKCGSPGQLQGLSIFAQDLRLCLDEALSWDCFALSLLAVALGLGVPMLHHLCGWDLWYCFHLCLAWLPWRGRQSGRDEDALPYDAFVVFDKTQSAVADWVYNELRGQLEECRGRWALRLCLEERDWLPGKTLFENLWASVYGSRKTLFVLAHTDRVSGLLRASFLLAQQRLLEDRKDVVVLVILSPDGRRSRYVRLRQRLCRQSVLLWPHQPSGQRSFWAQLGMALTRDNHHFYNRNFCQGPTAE
NOD2-RIPK2 inh: NOD2-RIPK2 protein interaction inhibition | O43353 | CHO BLA complementation NOD2-RIPK2, CCF4 ratio | inhibition, % at 4.98 µM | hit rate 0.38% among 360,000; in the data active = inhibition above about 21%;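 note: 0% = vehicle only and 100% = reference blocker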
NCOA2 inhibitor: human SRC2 (NCOA2) inhibition | HEK293 GAL4-SRC2 luciferase reporter, luminescence | inhibition, % at 9 µM | hit rate 0.17% among 370,000 | AID 651957;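 active = inhibition above the mean inhibition of all tested compounds plus 3 SD, set per campaign, cut at about 52% in these data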;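 note: 0% = DMSO treated cells and 100% = cells given Gossypol at 36 µM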
LMP1 NFkB inh: Epstein-Barr LMP1 NF-kappaB reporter inhibition. LMP1-induced NF-kappaB luciferase reporter cells, luminescence. hit rate 0.69% among 350,000. inhibition, % at 12.5 µM; in the data active = inhibition above about 41%;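 note: 0% = neutral control wells and 100% = reference inhibitor control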
Active calls of the source: *; · = not tested or not shown. The list is partial, so the mix of outcomes need not match the whole.

SMILES	TROY NFkB inh	SRC1 inh	NCOA3 inh	C8 TRAIL sens	COUP-TFII inh	TWEAK Fn14 block	NR5A2 inv ag	TLR9-MyD88 block	NOD2-RIPK2 inh	NCOA2 inhibitor	LMP1 NFkB inh
FC(F)(F)c1nnc2c3ccccc3c(Cl)nn12	13	-3	-19	13	12	-11	4	7	9	20	13
O=C1CCC(c2ccc3ccccc3c2)O1 (stereo unspecified)	-40	-4	-9	-3	0	-28	-9	-7	-1	4	-5
O=C(c1ccc(OCC2CCCO2)cc1)N1CCc2ccccc2C1 (stereo unspecified)	-17	-150	-15	-6	1	-19	-15	15	7	-49	-2
Cc1ccccc1OCC(=O)NN1CCN(C)CC1	-8	-7	7	-11	3	2	18	-4	-3	-10	4
CC(=O)c1c(C)[nH]c(C(=O)Nc2ccc(C)c(C)c2)c1C	-36	-80	-95	18	-55	14	-132	-4	-10	-53	-28
COc1ccccc1CNC(=O)CN(CCc1ccccc1)S(C)(=O)=O	-14	-28	-12	-3	-3	3	18	4	-1	-21	-1
Oc1ccc(N2CCN(C(c3cccs3)c3nnnn3CCc3ccccc3)CC2)cc1 (stereo unspecified)	-17	18	-9	2	-8	-10	0	2	3	11	2
COc1cc2c3c(c1)C(C)=CC(C)(C)N3C(=O)C2=O	-7	-16	6	-5	-7	3	3	0	12	-12	-1
COc1ccccc1CCN1C(=S)NC(C)(C)CC1(C)O (stereo unspecified)	-8	-6	17	-1	-2	-5	-3	-3	-1	-4	3
CCOCCc1nnc(N)s1	-5	-1	9	13	5	7	0	11	11	-35	-1
COC(=O)C1(CCSC)NC(c2ccc(O)c(OC)c2)C2C(=O)N(c3ccc(C)cc3)C(=O)C21 (stereo unspecified)	3	-14	6	-8	-11	1	3	-8	-15	-3	4
Cc1ccc(N2CCN(C(=O)CN3C(=O)c4ccccc4C3=O)CC2)cc1	-15	-11	-5	-3	3	4	6	6	-2	17	1
COc1cccc(CNS(=O)(=O)c2ccccc2Br)c1OC	-6	5	19	-1	11	-17	0	-2	-1	11	9
O=S(=O)(NC1CC1)c1ccc(S(=O)(=O)N2CCC3(CC2)OCCO3)cc1	2	-86	22	10	7	19	13	11	-10	19	-2
O=C(CN1CCN(c2ccc(F)cc2)CC1)NCC1CCCO1 (stereo unspecified)	-22	8	10	1	25	-5	10	-4	-3	17	0
O=C(COC(=O)c1ccc(CSc2ccc(Cl)cc2)cc1)Nc1ccccc1	-30	9	15	2	-14	4	-5	-1	-9	-46	-1
O=C(Nc1cc(Cl)ccc1N1CCOCC1)c1ccc2c(c1)OCCO2	-9	7	-9	-5	19	16	18	-1	0	4	0
CN(C)CCCNc1nc2cc(-c3cnn(C)c3)sc2c(=O)n1C	-26	7	1	-14	-4	-24	11	·	-8	-9	·
CN1CCc2ccccc2CC1=O	7	5	1	2	-7	7	18	-3	0	19	5
C/C(CC(=O)Nc1ccc(F)cc1)=N\NC(=O)Cc1csc(N)n1	-18	-24	8	9	11	2	10	-2	-13	-2	1
Cc1ccc(C(=O)OC(C)C(=O)NC2CCCCC2C)cc1S(=O)(=O)N1CCCCC1 (stereo unspecified)	6	7	-16	19	-2	-1	-4	-15	-9	-4	11
Cc1cc(C)cc(NC(=O)Cn2nnc(C(=O)NCc3ccccc3Cl)c2N)c1	-4	-22	10	-11	-13	-2	7	-6	12	-2	3
O=C(CC(=O)c1ccccc1)Nc1ccccc1	-40	-71	-38	-9	-21	-46	-57	-5	7	-52	-6
CN(C)c1cc(NC(=O)CNC(C)(C)C)c2ccccc2n1	-2	-2	26	6	2	51*	17	-1	0	-50	0
Cc1ccc(C)c(OCCC(=O)Nc2ccccc2C(=O)NC2CC2)c1	2	4	-10	-12	-8	18	-8	-1	8	17	-12
Cc1cc(C)c(C#N)c(N2CCN(Cc3ccccc3)CC2)n1	1	-6	-1	5	-7	-4	12	-7	-10	22	5
CCN1CCN(CCCNC(=O)c2ccc3c(c2)NC(=O)c2ccccc2S3)CC1	-3	-9	5	-12	-18	-6	-8	1	-3	18	-2
CON1C(=O)C(=O)N(OC)C(C)(C)C1(C)C	-5	-9	6	-6	6	-3	7	0	-18	23	1
O=C(COC(=O)CCc1nc2ccccc2c(=O)[nH]1)Nc1ccccc1	-7	8	-26	-11	-4	22	8	-5	5	-25	1
O=C(CCCCC(=O)OCC1CCCO1)OCC1CCCO1 (stereo unspecified)	0	-1	-11	-12	7	-1	0	-4	3	7	2

Given with values under each structure: 3 of the compounds above
Fields: TROY NFkB inh	SRC1 inh	NCOA3 inh	C8 TRAIL sens	COUP-TFII inh	TWEAK Fn14 block	NR5A2 inv ag	TLR9-MyD88 block	NOD2-RIPK2 inh	NCOA2 inhibitor	LMP1 NFkB inh
> Cc1cc(C)cc(NC(=O)Cn2nnc(C(=O)NCc3ccccc3Cl)c2N)c1
  -4	-22	10	-11	-13	-2	7	-6	12	-2	3
> O=C(CC(=O)c1ccccc1)Nc1ccccc1
  -40	-71	-38	-9	-21	-46	-57	-5	7	-52	-6
> CN(C)c1cc(NC(=O)CNC(C)(C)C)c2ccccc2n1
  -2	-2	26	6	2	51*	17	-1	0	-50	0

More structures
SMILES	TROY NFkB inh	SRC1 inh	NCOA3 inh	C8 TRAIL sens	COUP-TFII inh	TWEAK Fn14 block	NR5A2 inv ag	TLR9-MyD88 block	NOD2-RIPK2 inh	NCOA2 inhibitor	LMP1 NFkB inh
CCn1ccnc1CNC(=O)CC1C(=O)NCCN1CCCc1ccccc1 (stereo unspecified)	-7	-5	-10	21	-10	8	25	6	-7	12	-8
COc1ccccc1C(=O)NNC(=O)c1ccccc1	7	-91	-82	29	-42	26	-88	3	-14	-33	2
O=C(NCc1ccncc1)[C@@H]1CCCN1C(=O)[C@@H]1CCCN1C(=O)c1cccs1	12	·	·	-17	5	12	-23	·	-8	-7	·
COc1ccc(CCNC(=O)c2cc(S(=O)(=O)N3CCc4ccccc43)ccc2F)cc1OC	-16	-2	-24	-20	24	-12	-2	-8	-3	-2	-6
COc1ccccc1CNC(=O)CSc1nc(C)cs1	-5	0	4	3	0	-7	-14	3	-1	1	-1
N#CC1=C(N)Oc2cc(O)c(Cl)cc2C1c1ccccc1F (stereo unspecified)	0	0	0	-2	-15	12	-10	22*	1	3	-20
CCO/N=C/C1=C(O)C(C(=O)OC)C(C)(C)CC1=O (stereo unspecified)	5	-2	6	-13	10	-18	7	11	-8	-17	-5
COc1cc(CNc2ncn[nH]2)ccc1OCC(=O)NC(C)(C)C	3	-20	-5	5	-3	-13	-6	3	-7	-11	-9
COc1cc2c(cc1OC)CN(C(=O)CNC(=O)c1ccc(OC(F)F)cc1)CC2	-4	7	-17	-8	28	-8	9	1	0	19	6
COCCN1C(=O)c2ccccc2C1c1nc2ccccc2[nH]1 (stereo unspecified)	4	2	-4	10	3	0	3	·	-5	-26	·
Cn1c(=O)[nH]c(=O)c2c1nc(CN1CCOCC1)n2Cc1ccc(F)cc1	0	-1	-1	0	-16	-10	5	-1	-4	-4	0
COc1ccc(-n2c(=S)[nH]c3cc(C(=O)Nc4ccccc4OC)ccc3c2=O)c(OC)c1	13	11	-6	30	7	21	-15	-16	-6	-10	-4
COc1ccccc1-c1nnn(C/C(N)=N/O)n1	11	-7	28	0	-5	-14	-16	6	-15	-43	-16
CC1CN(c2nc(Nc3ccccc3F)nc(N)c2[N+](=O)[O-])CC(C)O1 (stereo unspecified)	-11	23	0	1	-4	15	-5	-4	0	-1	5
O=C(Nc1cccc(Cl)c1)c1ccc(NCCCN2CCOCC2)c([N+](=O)[O-])c1	16	-21	5	8	-10	-17	-11	-3	-8	-14	-3
CSc1ccccc1OCc1cc(C(=O)N(C)Cc2cnccn2)no1	-67	-19	-44	-1	-26	-22	-45	-11	-4	-28	-10
CN1CCC2(CC1)N=C(c1ccc(F)cc1)C(=S)N2C(=O)c1ccc(C(C)(C)C)cc1	19	6	5	5	-6	21	-13	6	-1	-42	-1
Cc1nonc1CN(C)C(=O)CC1C(=O)NCCN1Cc1c(F)cccc1Cl (stereo unspecified)	5	-18	-4	-9	-9	4	10	-1	-2	7	0
Cc1nc2ccccc2n1CC(O)COc1ccc(Br)cc1 (stereo unspecified)	2	8	4	22	28	33	3	2	-2	-18	9
COc1ccccc1NS(=O)(=O)c1ccc(C(=O)NCC(c2ccccc2OC)N2CCCC2)cc1 (stereo unspecified)	-3	-12	-2	-2	-5	2	-12	-6	-10	-27	3
COC(=O)c1ccc(C(=O)OC)c(NC(=O)CSc2nc(-c3ccco3)cc(C(F)(F)F)n2)c1	-3	7	-8	12	-3	-2	0	8	-2	-6	8
COc1ccccc1-c1cc(C(F)(F)F)nc(S(=O)(=O)CCCC(=O)NC(C)C)n1	-5	-4	-1	-2	-3	39	-13	-5	-4	14	-4
O=C(Nc1cccnc1)C1(F)C(F)(F)C(F)(F)C(F)(F)C(F)(F)C1(F)F	0	1	26	1	13	8	0	3	2	-27	-2
CCc1c(C)nc2nc(SCc3ccccc3)[nH]n2c1=O	-23	-7	-6	4	7	7	-8	-9	-4	-24	7
CC(=O)NC(CCS(C)(=O)=O)C(=O)Nc1nc(C)cs1 (stereo unspecified)	-14	3	-6	-17	13	-4	5	-8	-6	-20	-9
Cc1ccccc1-c1nnn(CC(=O)N(C)CC(=O)Nc2ccccc2C(F)(F)F)n1	-9	-26	-1	-5	-1	-5	-11	-1	1	2	5
COC(=O)c1[nH]c(C)c(/C(O)=C2\C(=O)C(=O)N(CCN(C)C)C2c2ccc(C)o2)c1C (stereo unspecified)	-5	-4	-7	-9	-3	6	-1	6	-10	-6	-8
O=c1cc(N2CCN(c3ccccc3)CC2)[nH]c(=O)n1-c1ccccc1	11	2	-5	-5	·	0	4	-6	-3	·	2
O=C(NCCN1CCOCC1)/C(=C\c1ccc(F)cc1)NC(=O)c1ccccc1	4	6	6	1	-19	1	3	-7	-9	-1	-6
CCOC(=O)C1(C)CCCN(C(=O)C(c2ccccc2)c2ccccc2)C1 (stereo unspecified)	-3	2	-18	15	-10	-5	-22	·	-4	10	·
N#Cc1ccccc1S(=O)(=O)N1CCN(C(=O)CN2C(=O)NC3(CCCC3)C2=O)CC1	-18	4	3	16	-7	-7	0	-7	3	9	0
O=S(=O)(Nc1ccc(-n2cnnn2)cc1)c1cccs1	7	-2	1	8	-9	8	19	3	4	3	4
CCCn1c2ccccc2c2nc3ccccc3nc21	-60	-36	3	13	-7	5	-22	1	-9	-30	-2
C[C@H](NC(=O)c1nc[nH]c1C(=O)N[C@@H](C)c1ccccc1)c1ccccc1	4	-8	0	4	-9	27	9	4	15	4	-12
Cc1nn(C)c(C(=O)N2CCc3ccccc32)c1Br	10	-9	-30	5	9	1	1	-11	1	-16	8
O=C(CSc1nnnn1C1CCCCC1)NCc1cccc(C(=O)O)c1	15	2	10	2	0	3	2	1	13	3	1
CCC1(c2ccc(F)cc2)NC(=O)N(CC(=O)Nc2ccc(N3CCCCC3)cc2)C1=O (stereo unspecified)	-4	-14	7	-16	1	8	-7	0	-9	-16	-5
Cc1nc2ncnn2c(C)c1CCC(=O)NCCc1ccccc1	-14	-4	1	-24	7	19	1	-7	-3	-16	-1
